# Assay outcomes: PubChem BioAssay, several laboratories
# XIAP displacement = XIAP antagonists, biochemical, IAP family, fluorescence polarization (AID 1018). XIAP BIR domain, fluorescence polarization peptide displacement; higher % means a stronger effect. displacement, % at 20 µM, or IC50 in µM where a hit was titrated. 0.007% of 200,000 active; in the data active means displacement above about 50%; further: a part of the inactive calls stands beside numbers as strong as those of hits
# WT yeast gro inh = growth inhibition of WT yeast, mitochondrial fusion screen. mitochondrial fusion phenotypic screen, WT strain. inhibition, % at 10 µM. 2.1% of 190,000 active; in the data active means inhibition above about 58%; tested in S. cerevisiae
# Yfh1-depleted yeast = mitochondrial function rescue without frataxin homolog – Friedreich's ataxia, plus single-dose screen, dose response (AID 1465); 0.074% of 220,000 active; S. cerevisiae Yfh1-off respiration, WST-1 reduction, 72 h; higher fold induction means a stronger effect; fold induction at 50 µM; hits with a dose series show EC50 in µM;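 active means fold induction of absorbance versus untreated yeast above a set limit, then at least 30% activation at any dose in follow-up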;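 further: activators that raise dye reduction in frataxin-depleted yeast; strong numbers were not always called active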
# TNAP activation fold = stimulation of alkaline phosphatase TNAP activity – biochemical, luminescent, no phosphate acceptor, uHTS, primary screen (AID 1001). purified TNAP, luminescent activation assay, no phosphate acceptor; higher activation fold means a stronger effect. activation fold at 20 µM; hits with a dose series show EC50 in µM. 0.03% of 200,000 active; in the data active means activation fold from about 3, or a potency from the dose series; inactive means the rest, 99 in 100 with activation fold below about 1.6; further: many of its hits are not listed in these tables
# P. falciparum M17LAP = P. falciparum M17LAP inhibitors, primary screen, biochemical, fluorogenic H-Leu-NHMec substrate, 1536-well (AID 1619). recombinant M17LAP, H-Leu-NHMec fluorogenic kinetic assay; higher % means a stronger effect. inhibition, % at 30 µM; hits with a dose series show IC50 in µM. 0.38% of 220,000 active;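 active means compound inhibiting the enzyme by more than half at any dose during confirmatory dose-response retesting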;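 further: plate controls were full reaction with DMSO carrier for no effect and no enzyme background for full effect; strong numbers were not always called active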
# PMI inhibitors = inhibitors of human PMI, primary screen, biochemical, fluorescence intensity, coupled assay (AID 1209); one-dose inhibition, % at 20 µM; IC50 in µM for titrated hits; 0.42% of 190,000 active; purified PMI enzyme, coupled fluorescence intensity; higher % means a stronger effect;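 further: plate controls were DMSO vehicle for no effect and wells lacking substrate for full effect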
# human PMI inhibitors = MPI inhibition at elevated mannose 6-phosphate – biochemical, fluorescence intensity, high mannose 6-phosphate, primary screen (AID 1220); recombinant PMI enzyme, coupled fluorescence intensity; higher % means a stronger effect; inhibition, % at 20 µM; hits with a dose series show IC50 in µM; 0.66% of 190,000 active
# LYP inhibition = inhibitors of LYP phosphatase, biochemical, fluorescence intensity, uHTS (AID 1779); recombinant LYP phosphatase, fluorescence intensity; higher % means a stronger effect; inhibition, % at 11.5 µM; hits with a dose series show IC50 in µM; 0.054% of 290,000 active;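 further: plate controls were vehicle with enzyme for no effect and no enzyme for full effect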
# P. falciparum M1AAP = P. falciparum M1AAP inhibitors, biochemical, fluorogenic H-Leu-NHMec substrate, 1536-well (AID 1445); one-dose inhibition, % at 30 µM; IC50 in µM for titrated hits; recombinant M1AAP, H-Leu-NHMec fluorogenic kinetic assay; higher % means a stronger effect; 0.42% of 220,000 active;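 active means primary inhibition above the hit cutoff, then over 50% inhibition at one or more dose response concentrations, cut at about 23% in these data, passing the limit was not always enough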;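 further: plate controls were DMSO full reaction for no effect and no enzyme background for full effect; strong numbers were not always called active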
# WT yeast gro inh mutant strain = second read-out of WT yeast gro inh, no call of its own (marks repeat the call); inhibition, %; mitochondrial fusion phenotypic screen, mutant strain inhibition
# The depositor's hits bear a star; i = inactive; · = not tested or not shown. Unless noted, no stated cut-off is given here; in the data, active means inhibition above about 50%; inactive means the rest.
SMILES,XIAP displacement,WT yeast gro inh,WT yeast gro inh mutant strain,Yfh1-depleted yeast,TNAP activation fold,P. falciparum M17LAP,PMI inhibitors,human PMI inhibitors,LYP inhibition,P. falciparum M1AAP
Cc1nn(Cc2ccc(Cl)cc2Cl)c(C)c1NC(=O)C1C2CCC(O2)C1C(=O)O (stereo not given),0.6%,0.2,8.6,i,1,4.2%,-13.9%,-19.0%,-6.6%,1.8%
Cc1cc2occ(CC(=O)NC3=NCCS3)c2cc1C(C)C,-0.7%,14.8,11.1,i,1.1,1.8%,3.6%,2.5%,-2.2%,0.4%
CCc1cc(-c2nc(N)ncc2-c2ccc(Br)cc2)c(O)cc1OC,·,·,·,i,·,-17.4%,·,·,-1.3%,0.6%
CC1=CC(C)(C)N(C(=O)CSc2nncn2C)c2ccccc21,-1.2%,2.1,4.4,i,1.1,27.1%,-5.7%,6.3%,-7.1%,1.2%
CC(=O)c1c(O)cc(O)cc1CC(=O)O,-6.1%,-1.2,7.5,i,1.1,0.6%,5.7%,20.4%,-1.7%,-3.2%
Cc1ccc(-n2nnnc2Sc2ccc(S(=O)(=O)NCCN(C)C)cc2[N+](=O)[O-])cc1,1.5%,8.0,-7.0,i,1.4,-1.6%,3.1%,6.3%,-5.8%,12.3%
CC(=O)c1cccc(NC(=O)c2ccncc2)c1,-1.5%,1.5,7.5,i,1.1,1.3%,-6.2%,-4.2%,-4.6%,7.2%
CSc1ccccc1C(=O)Nc1c(C)cccc1C,-0.4%,0.6,5.1,i,1.1,-2.5%,2.8%,-7.0%,-8.3%,-1.5%
CCOc1ccc(C(=O)Nc2ccc(-c3cc4ccccc4oc3=O)c(C)c2)cc1[N+](=O)[O-],-0.4%,-7.6,7.7,i,1.1,5.2%,6.8%,-8.2%,-6.2%,20.6%
CC1CCN(C(=S)Nc2ccc3nc4n(c(=O)c3c2)CCCCC4)CC1,-1.2%,-7.8,-0.6,i,1,-12.4%,17.4%,15.0%,-9.6%,8.0%
Cc1nc(C)c(-c2nnc(-c3ccc(C(C)(C)C)cc3)o2)cc1C(=O)NN,4.9%,3.3,-31.1,i,1.1,-14.4%,6.8%,-7.0%,6.4%,-2.3%
O/N=C(\c1ccc(Cl)cc1)c1ncc(C(F)(F)F)cc1Cl,-5.7%,41.0,41.1,i,0.9,12.3%,1.0%,10.1%,-4.6%,6.5%
CNC(=S)N(Cc1ccc(OC)cc1)C1CC(=O)N(c2ccc(C(=O)OC)cc2)C1=O (stereo not given),-9.3%,-12.5,9.4,i,1,4.2%,19.2%,16.1%,0.3%,15.6%
CCOC(=O)C1(C)C=C(Nc2ccc(C)cc2)C(=O)N1c1ccc(C)cc1 (stereo not given),-6.7%,-11.5,0.2,i,1.1,-6.5%,-8.4%,-5.2%,-5.2%,-3.5%
COc1ccc(C(=O)NCC2CCCO2)cc1OC (stereo not given),·,·,·,i,·,-5.8%,·,·,-3.8%,5.1%
Cc1cc(C)c2cc(C(=O)Nc3ccccc3)[nH]c2c1,·,·,·,i,·,1.9%,·,·,2.7%,10.3%
Cc1ccccc1C(=O)NC(=S)NCCC1=CCCCC1,-2.8%,71.2*,43.7*,i,1,-3.4%,12.2%,2.3%,-1.0%,-3.5%
CCOCCCNC(=O)C(NC(=O)C1CCC(=O)N1)c1ccc(C)cc1 (stereo not given),-0.3%,4.4,4.6,i,1.1,-4.8%,5.3%,2.1%,0.8%,6.6%
Oc1c(C(c2ccccc2Cl)N2CCCC2)ccc2cccnc12 (stereo not given),-4.0%,2.2,-4.2,i,1.9,-1.7%,32.1%,8.8%,-7.4%,-16.6%
O=S(=O)(c1ccc(Cl)cc1Cl)n1ccc2cccnc21,-9.3%,-12.5,19.7,i,1,-1.3%,-3.6%,7.5%,-3.3%,4.4%
Cc1cccc(Cn2c(C(C)(C)C)cc3cccnc32)c1,-0.6%,23.0,23.6,i,1.1,-2.0%,10.9%,14.8%,-3.8%,8.9%
C(=N\Nc1ccccc1)/c1ccc(N2CCOCC2)cc1,-7.4%,-17.6,12.2,i,1.1,7.5%,-32.4%,-115.6%,-1.0%,11.5%
CCOc1cccc(CNCCO)c1OCc1ccc(Cl)cc1,-3.2%,6.6,1.1,i,1.1,3.6%,17.9%,3.4%,-0.9%,0.2%
Cn1c(SCC2CCCO2)nnc1-c1ccc([N+](=O)[O-])cc1 (stereo not given),11.8%,-6.8,-9.2,i,1,6.8%,-5.5%,-2.0%,3.3%,3.7%
Cc1ccc(NC(=O)c2noc3c2CCC3)cc1C,-0.6%,35.8,25.5,i,1,-5.3%,-7.7%,11.9%,-7.6%,4.4%
Cc1cccc(-n2cc(C(=O)O)c(=O)cc2C)c1,-5.3%,-6.2,-0.3,·,1.1,-1.6%,-5.6%,0.0%,-1.5%,1.4%
COc1ccc(NC(=S)N2C3CCC2CC(NC(=O)NC24CC5CC(CC(C5)C2)C4)C3)c(OC)c1 (stereo not given),-3.3%,14.9,14.0,i,1.3,-12.5%,15.8%,9.3%,8.5%,6.4%
O=C(NC1CCCCC1)N1CCC(c2nc(-c3ccc(S(=O)(=O)N4CCCC4)cc3)no2)CC1,-2.8%,-2.4,-25.0,i,1.1,0.6%,-1.7%,1.9%,-3.0%,0.9%
Cc1cc(C(=O)CSc2nc(N)cc(N)n2)c(C)n1C1CC1,-2.8%,6.2,-2.0,i,1.1,0.7%,12.8%,15.7%,-5.0%,-0.7%
O=C(NCC(=O)N(CCN1CCOCC1)C(C(=O)NC1CCCC1)c1cccs1)c1ccco1 (stereo not given),-9.1%,-18.4,-11.4,i,1,4.7%,4.1%,7.6%,-6.1%,-5.0%
Cc1cccc(CN2CCN(Cc3cnn(-c4ccccc4F)c3)CC2CCO)n1 (stereo not given),-11.5%,0.7,3.6,i,1,-2.0%,11.5%,8.5%,-2.7%,-1.8%
NC(=O)C1CC(=O)N(Cc2ccc3c(c2)OCO3)C(=Nc2ccccc2)S1 (stereo not given),-5.5%,-5.8,-15.4,i,1.1,1.8%,-2.3%,1.1%,-4.0%,2.3%
CC1CCCN(C(=O)Nc2cccc(NC(=O)N3CCCC(C)C3C)c2)C1C (stereo not given),-7.4%,-10.9,-16.0,i,1.1,-2.8%,19.7%,39.5%,-2.7%,5.5%
O=C(/C=C/c1ccco1)OCn1nnc2ccccc2c1=O,-5.4%,-19.1,-7.5,i,1,-2.6%,-5.0%,-2.7%,0.8%,6.4%
O=C(NC(=S)N(Cc1ccccc1)c1ccccn1)C1CCCCC1,-7.4%,-23.2,0.5,i,1.1,5.7%,13.1%,0.4%,-1.7%,5.5%
O=C(Nc1cccc(-c2csc(Nc3ccc(Cl)cc3)n2)c1)c1cc([N+](=O)[O-])cc(C(F)(F)F)c1,·,·,·,i,·,-0.9%,·,·,3.6%,4.2%
COc1ccc(CNC(=O)c2ccc(S(=O)(=O)N3CCCC3)cc2)cc1OC,-4.8%,-3.4,10.9,i,1.1,-10.8%,-6.4%,-10.7%,-10.0%,4.8%
CC(COc1ccccc1)N1CCC(CO)(CCc2ccccc2)CC1 (stereo not given),0.4%,3.5,17.9,i,1.1,-0.9%,5.2%,6.3%,-5.8%,-7.2%
O=C(COC(=O)[C@@H]1CCCN1S(=O)(=O)c1ccc(Cl)cc1)NCC(F)(F)F,-11.0%,-29.8,5.7,i,1.1,-4.6%,9.2%,9.4%,-0.5%,5.5%
COc1ccc2nc(NC(=O)c3ccoc3C)sc2c1,2.8%,56.8,63.6,i,1,6.7%,11.0%,11.9%,1.2%,-1.1%
CN(C)Cc1cc(O)c(CN(C)C)cc1O,·,·,·,i,·,-10.0%,·,·,-6.4%,0.5%
COC(=O)Cc1ccc(NC(=S)NC(C)(C)C)cc1,-2.5%,2.9,11.7,i,1.1,-3.1%,-1.5%,2.3%,-3.7%,-5.1%
CCOC(=O)c1cc2c(nc1N)CCCC2,·,·,·,i,·,-20.5%,·,·,-11.4%,-4.1%
COC(=O)c1ccc(CN(C(C)=O)c2ccccc2)o1,0.7%,-7.0,7.4,i,1.1,12.5%,3.6%,-0.4%,-8.7%,0.1%
COc1ccc2c(c1)[nH]c1c(=O)n(/N=C/c3ccc(OC)c(CN4CCCCC4)c3)cnc12,·,·,·,i,·,3.3%,·,·,7.0%,12.7%
O=C1OCCC1Sc1nnc(-c2ccc(Br)cc2)o1 (stereo not given),-2.9%,-6.2,-13.2,i,1.1,12.0%,-1.5%,-1.7%,-2.7%,5.6%
O=C(Nc1cccnc1Cl)c1noc2c1CCc1ccccc1-2,-1.7%,2.3,6.8,i,1.1,-0.5%,3.9%,11.4%,-9.5%,2.8%
Nc1n[nH]c(-c2ccccc2[N+](=O)[O-])n1,-16.4%,-19.4,-10.1,i,0.1,3.7%,-6.7%,-2.3%,3.2%,8.5%
CCOC(=O)c1ccc(NC(=O)CN2CCN(CCN=CC3=C(O)CC(C)(C)CC3=O)CC2)cc1,0.5%,7.5,4.5,i,1.1,-2.5%,-8.2%,-8.7%,1.2%,0.4%
Cc1cc(NC(=O)CCSc2ccc(Cl)cc2)no1,-5.8%,19.0,4.1,i,1,-3.4%,-2.4%,4.1%,-9.5%,0.6%
O=C(CN1CCOCCOCCN(CC(=O)Nc2ccccc2)CCOCC1)Nc1ccccc1,-2.7%,21.0,20.8,i,1.1,7.7%,-29.5%,-18.3%,2.6%,-5.7%
O=C1c2cccnc2C(O)N1Cc1cccs1 (stereo not given),-1.7%,-5.1,-40.9,i,1,8.5%,11.6%,9.9%,-9.9%,1.1%
Cc1cc(C(=O)CSc2nc(N)cc(N)n2)c(C)n1CCc1ccc(F)cc1,-0.4%,3.4,2.0,i,1.1,1.9%,11.8%,11.9%,4.6%,-4.0%
O=C(Nc1ncc(Cc2cccc(C(F)(F)F)c2)s1)C1CCCO1 (stereo not given),·,·,·,i,·,-2.4%,·,·,-2.0%,-4.0%
COc1cc(-c2nc(-c3ccccc3)c(-c3cccs3)[nH]2)cc(OC)c1O,0.5%,-4.4,0.8,i,1.1,-3.9%,26.0%,23.6%,2.4%,8.6%

# Fetched by compound from the entries so far:
SMILES,XIAP displacement,WT yeast gro inh,WT yeast gro inh mutant strain,Yfh1-depleted yeast,TNAP activation fold,P. falciparum M17LAP,PMI inhibitors,human PMI inhibitors,LYP inhibition,P. falciparum M1AAP
CCOC(=O)c1cc2c(nc1N)CCCC2,·,·,·,i,·,-20.5%,·,·,-11.4%,-4.1%
CCOCCCNC(=O)C(NC(=O)C1CCC(=O)N1)c1ccc(C)cc1 (stereo not given),-0.3%,4.4,4.6,i,1.1,-4.8%,5.3%,2.1%,0.8%,6.6%

# Results in WT yeast gro inh mutant strain and P. falciparum M1AAP (5 entries from above):
SMILES | WT yeast gro inh mutant strain | P. falciparum M1AAP
Cc1cc(C(=O)CSc2nc(N)cc(N)n2)c(C)n1CCc1ccc(F)cc1 | 2.0 | -4.0%
COC(=O)c1ccc(CN(C(C)=O)c2ccccc2)o1 | 7.4 | 0.1%
O=C(Nc1cccnc1Cl)c1noc2c1CCc1ccccc1-2 | 6.8 | 2.8%
COC(=O)Cc1ccc(NC(=S)NC(C)(C)C)cc1 | 11.7 | -5.1%
O=C(Nc1ncc(Cc2cccc(C(F)(F)F)c2)s1)C1CCCO1 (stereo not given) | · | -4.0%
